TexasRed fluor: alters Texas Red total fluorescence, flagging assay interference; TRb/SRC2 Texas Red total fluorescence interference; hit rate 0.29% among 280,000; Potency, µM (doses to about 106 µM), for the others: at the top dose fluorescence change, negative = quenching; active means well fitted curve in either direction with a large enough effect; inconclusive means small, poorly fitted or top-dose-only effect
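Human TRβ ligand-binding domain (0.6 uM) and Texas Red SRC2 peptide (20 nM) in Tris buffer with 1 uM T3 and 5% DMSO were incubated with pinned compound for 5 hr at ambient temperature. Total fluorescence was computed as S + 2P (555/632 nm).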
GAA glycogen mod: alters human alpha-glucosidase cleavage of glycogen; AID 2100; recombinant GAA, glycogen substrate, Amplex Red glucose oxidase fluorescence; Potency, µM (series often up to 76.4 µM), without a hit: top-dose activity change, negative = inhibition, hits mostly inhibitors; P10253; hit rate 0.38% among 300,000;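 further: 0% = full enzyme reaction and -100% = no-enzyme basal signal; the screen sought inhibitors and activators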
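Recombinant human enzyme (4 nM); glycogen substrate; 37 C, 40 min, pH 5.0. Readout: coupled glucose oxidase/Amplex Red fluorescence.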
L3MBTL1 block: L3MBTL1 (human) inhibition | hit rate 0.66% among 230,000 | AlphaScreen L3MBTL1–H3K9me1 peptide binding | Q9Y468 | Potency, µM (doses to about 57.1 µM), for inactives: at the top dose activity, negative = inhibition, most hits filed as inhibitors; further: nearly all actives have a fitted effect of over 60% in size
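First, the protein-peptide complex forms for 30 min at room temperature (L3MBTL1 50 nM, biotinylated H3K9me1 peptide 75 nM). Next, compounds are pin-transferred and incubated 30 min. Finally, AlphaScreen beads are added and read after 30 min.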
GAA inhib: alpha-glucosidase (human) inhibition. purified human GAA, 4-MU-alpha-glucoside fluorescence. Potency, µM (doses to about 76.9 µM), inactives show at the top dose activity change, negative = inhibition, hits mostly inhibitors. hit rate 0.005% among 200,000. AID 1466;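 further: plate controls were uninhibited enzyme wells for no effect and no-enzyme background for full effect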
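Human enzyme at 4 nM with 400 uM 4-methylumbelliferyl-alpha-D-pyranoside, citrate/phosphate buffer pH 5.0, 0.005% Tween-20, 20 min at room temperature. Compounds up to 77 uM. 4-MU fluorescence (Ex 365/Em 440) read after NaOH/glycine stop; AC50 from Hill fit.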
RECQ1 inh: blocks DNA unwinding by human RECQ1. RECQ1 DNA unwinding, red fluorescence kinetic read. Potency, µM (top dose mostly 57.3 µM), inactives show at the top dose activity, negative = inhibition, actives largely listed as inhibitors. hit rate 0.54% among 240,000. AID 2549;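 further: plate controls were vehicle for no effect and no enzyme for full effect; nearly all actives have a fitted effect of over 30% in size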
Target sequence (P46063 whole entry, looked up): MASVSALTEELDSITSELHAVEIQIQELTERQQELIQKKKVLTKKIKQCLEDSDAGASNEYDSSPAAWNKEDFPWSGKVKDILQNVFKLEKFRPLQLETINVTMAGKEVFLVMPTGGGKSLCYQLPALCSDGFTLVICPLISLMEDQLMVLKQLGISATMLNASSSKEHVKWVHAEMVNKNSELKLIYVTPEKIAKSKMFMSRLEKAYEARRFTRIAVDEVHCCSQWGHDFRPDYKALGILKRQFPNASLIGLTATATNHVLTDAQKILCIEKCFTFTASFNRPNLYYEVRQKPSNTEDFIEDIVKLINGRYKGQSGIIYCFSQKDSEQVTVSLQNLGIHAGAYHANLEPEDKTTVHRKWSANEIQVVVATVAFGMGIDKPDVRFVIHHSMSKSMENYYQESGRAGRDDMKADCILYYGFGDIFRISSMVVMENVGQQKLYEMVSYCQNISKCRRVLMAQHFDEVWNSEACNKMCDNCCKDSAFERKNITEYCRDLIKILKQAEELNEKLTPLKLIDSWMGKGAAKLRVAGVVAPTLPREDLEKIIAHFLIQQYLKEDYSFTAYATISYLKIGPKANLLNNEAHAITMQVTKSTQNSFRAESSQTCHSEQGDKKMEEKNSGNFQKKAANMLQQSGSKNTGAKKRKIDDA
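50 nM RECQ1T1 preincubated 15 min with compound in Tris pH 8.0 buffer with MgCl2, DTT, Tween-20 and 2.5 ug/ml poly(dI-dC); started with 200 nM TAMRA/BHQ-2 forked duplex and 2 mM ATP. Unwinding read as fluorescence (525/598 nm), two reads 2 h apart.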
GAA spleen mod: inhibits or activates alpha-glucosidase in human spleen homogenate; human spleen homogenate, 4-MU-alpha-glucoside fluorescence; Potency, µM (doses to about 79.9 µM), for the others: at the top dose activity change, negative = inhibition, most hits filed as inhibitors; hit rate 0.006% among 240,000; AID 2112;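 further: 0% = enzyme with vehicle and -100% = no enzyme basal signal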
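AC50 values come from Hill-equation fits of concentration-response data, normalized to no-enzyme and full-activity controls. Enzyme source: 1 ug human spleen homogenate; 1 mM fluorogenic 4-MU glucoside, pH 5.0 citrate buffer, 37 C, 40 min.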
GoLoco inh red: blocks human Gai1 binding to RGS12 GoLoco peptide, red readout. hit rate 0.44% among 230,000. Gai1:RGS12 GoLoco peptide FP, rhodamine, 10 min. Potency, µM (highest dose often 61.6 µM), without a hit: top-dose activity, negative = inhibition, actives largely listed as inhibitors. AID 880. P63096; active means well fitted inhibition curve with a large enough effect, not every such curve was filed as active; inactive means no such curve, though single readings can be large or run the other way; further: nearly all actives have a fitted effect of over 30% in size; many of its hits are not listed in these tables
Target sequence (P63096 whole entry, looked up): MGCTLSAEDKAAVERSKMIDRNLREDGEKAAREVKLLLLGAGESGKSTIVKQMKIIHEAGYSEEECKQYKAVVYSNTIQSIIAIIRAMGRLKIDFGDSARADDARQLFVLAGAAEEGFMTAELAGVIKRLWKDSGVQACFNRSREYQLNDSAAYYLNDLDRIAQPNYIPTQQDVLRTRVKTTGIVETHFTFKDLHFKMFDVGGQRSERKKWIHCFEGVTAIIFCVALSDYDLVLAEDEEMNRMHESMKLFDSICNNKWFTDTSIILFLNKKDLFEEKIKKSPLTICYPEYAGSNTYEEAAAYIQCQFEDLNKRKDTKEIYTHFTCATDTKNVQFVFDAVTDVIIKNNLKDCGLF
TRb SRC2 PPI: inhibitors of human thyroid hormone receptor beta-SRC2 interaction; P10828; TRbeta-SRC2 peptide binding, fluorescence polarization; receptor liganded with 1 µM T3; Potency, µM (doses to about 106 µM), without a hit: at the top dose activity change, negative = inhibition, hits mostly inhibitors; hit rate 0.065% among 280,000; AID 1469;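 further: plate controls were bound peptide for no effect and peptide without receptor for full effect; nearly all actives have a fitted effect of over 50% in size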
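TRb LBD 0.6 uM + Texas Red SRC2 peptide 20 nM, 1 uM T3, Tris buffer w/ 5% DMSO; compound pinned, 5 h RT; FP read ex 555/em 632; normalized to unbound and bound controls.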
The depositor's hits bear a star; i = inactive; ? = inconclusive; nt = no result given; & = joins results of further samples; [ ] = dose if it differs, or a comment. Unless noted, the call rests on the fitted dose curve; in most records, active means well fitted curve in the direction sought with a large enough effect; inconclusive means small, poorly fitted or top-dose-only effect, or another doubt; inactive means no such curve, though single readings can be large; an effect the other way counts as inactive or inconclusive. Unless noted, on the % scale 0 is the no-effect control and ±100 the full control effect; potency means the concentration at half of the fitted maximal effect. These rows are one share of the data; the hit share may differ from the screen's.

SMILES | TexasRed fluor | GAA glycogen mod | L3MBTL1 block | GAA inhib | RECQ1 inh | GAA spleen mod | GoLoco inh red | TRb SRC2 PPI
Cc1cc(C)n(CC2CC(=O)N(c3ccc(Cl)cc3)C2=O)n1 (centres undefined) | -2% | 9% | 5% | -3% | i | 3% | 12% | 5%
O=C(O)c1ccc(N/N=C2/CCCc3ccccc32)cc1 | -3% | ? | -5% | nt | -12% | 1% | 13% | 1%
COc1ccccc1N1CCN(C(=O)c2ccc(Cl)c(S(=O)(=O)N3CCCC3)c2)CC1 | -1% | 1% | nt | 2% | 0% | -8% | -3% | 10%
Cc1cc(NC(=O)c2cc(C)on2)n(-c2ccccc2)n1 | -2% | 8% | 0% | -2% | 9% | 2% | -4% | 4%
Cc1cc(C)c(C#N)c(SCc2ccc(F)cc2)n1 | -1% | 0% | 22% | ? | 24% | -3% | 23% | -3%
COc1ccccc1Cn1c(-c2ccccc2OC)nc2ccccc21 | 3% | -30% | nt | -14% | i | -13% | -37% | -18%
CCCCn1c(=O)nc2n(-c3ccc(Cl)cc3)c3ccccc3cc-2c1=O | -1% | -6% | 1% | 4% | -6% | 8% | 8% | 5%
Cn1cccc1/C=N/NC(=O)C12CC3CC(CC(C3)C1)C2 | 0% | 14% | -3% | -11% | -4% | -5% | 0% | -1%
CCC(OC(=O)CN1C(=O)C(=O)c2ccccc21)C(=O)Nc1ccc(S(N)(=O)=O)cc1 (centres undefined) | 1% | 7% | nt | -1% | -6% | 2% | 6% | 2%
CCOc1ccc(/C(O)=C2/C(=O)C(=O)N(CCOCCO)C2c2ccccc2)cc1 (centres undefined) | -1% | 6% | 8% | -3% | 4% | -23% | 4% | -4%
Cc1nn(C)c(Oc2ccccc2)c1CCNS(=O)(=O)c1ccccc1 | -2% | -5% | 6% | ? | -19% | 0% | -5% | -4%
CCOC(=O)N1CCN(CC(=O)Nc2c(C(=O)OC)[nH]c3ccccc23)CC1 | -3% | 10% | -1% | -10% | i | -6% | 4% | -10%
COCCn1c(C)cc(C(=O)CSc2ccc(NC(C)=O)cc2)c1C | 1% | -3% | -1% | -5% | i | 1% | 6% | -3%
O=[N+]([O-])c1cccc2ccc(/C=C/c3ccc(F)cc3)nc12 | 1%[53 µM] | 4% | -21% | -9% | -1% | 1% | 13% | -2%[53 µM]
CCOc1cc(/C=N/O)cc(Br)c1OCC(=O)NCc1ccccc1 | 2% | -2% | -6% | -14% | -3% | -3% | 13% | 0%
Cc1nc2ncnn2c(N2CCN(C(=O)Cc3cccs3)CC2)c1C | -2% | 1% | nt | -3% | ? | -3% | 88%[activator] | 14%
COc1cccc(OCc2nnc(SCC(=O)NNC(=O)C3CCCCC3)n2C)c1 | -3% | 0% | 18% | -6% | -1% | nt | -1% | 8%
CC(C)(C)C(=O)/C=C(\N)c1ccccn1 | -2% | 0% | -1% | 4% | -2% | -9% | 5% | -11%
Cc1cnc(C)c(N2CCC(C(=O)NCc3cccs3)CC2)n1 | -4% | -5% | -4% | -2% | -4% | 6% | -2% | 1%
CC(C)(C)NS(=O)(=O)c1cc(C(=O)Nc2sccc2C#N)ccc1Cl | ? | 3% | -14% | -13% | ? | -2% | 233%[activator] | ?
CCN(CC)S(=O)(=O)c1ccc(C(=O)NC(=S)N(CCC#N)Cc2cccnc2)cc1 | 0% | 3% | 11% | -2% | -4% | 5% | 2% | -1%
CCN(CC)S(=O)(=O)c1ccc(N2CCCC2)c(NC(=O)Cc2ccccc2)c1 | 1% | -9% | nt | nt | 20% | -1% | 11% | 0%
O=C(NCCCN1CCOCC1)C(=O)N/N=C/c1c(Cl)cccc1Cl | -3% | 1% | -3% | ? | i | -2% | 15% | -1%
O=C(NCc1ccco1)c1ccc(=O)[nH]n1 | 0% | 11% | -8% | 3% | i | -4% | 3% | -9%
CCC(C)(C)NC(=O)C(c1ccc(C)cc1)N(Cc1ccco1)C(=O)CCC(=O)Nc1nccs1 (centres undefined) | -2% | -15% | nt | 0% | -3% | -7% | 13% | -1%
CC(C)(C)c1nc2sc3c(c2c(=O)o1)CCCC3 | -6% | 9% | nt | -3% | i | 3% | 2% | 7%
CCSc1nnc(NC(=O)CSc2c(Cl)cccc2Cl)s1 | -3% | 3% | -5% | 1% | -4% | 1% | 10% | -2%
COc1ccc(-n2c(Cc3cccn3C)nnc2SCC(=O)Nc2ccc(F)cc2)cc1 | 0% | -5% | -8% | 9% | -1% | -5% | -8% | 6%
CCc1nnc(NC(=O)CSc2nnc(CNc3ccc(OC)cc3)n2C)s1 | -1% | -2% | -3% | 1% | i | 4% | -4% | -1%
Cc1cc(C)c(C(=O)CN2C(=O)NC3(CCC(C)CC3)C2=O)cc1C (centres undefined) | -1% | 5% | 2% | -7% | -7% | 1% | 8% | -2%

The last 3 entries of the part above come first, to join the parts.
SMILES | TexasRed fluor | GAA glycogen mod | L3MBTL1 block | GAA inhib | RECQ1 inh | GAA spleen mod | GoLoco inh red | TRb SRC2 PPI
COc1ccc(-n2c(Cc3cccn3C)nnc2SCC(=O)Nc2ccc(F)cc2)cc1 | 0% | -5% | -8% | 9% | -1% | -5% | -8% | 6%
CCc1nnc(NC(=O)CSc2nnc(CNc3ccc(OC)cc3)n2C)s1 | -1% | -2% | -3% | 1% | i | 4% | -4% | -1%
Cc1cc(C)c(C(=O)CN2C(=O)NC3(CCC(C)CC3)C2=O)cc1C (centres undefined) | -1% | 5% | 2% | -7% | -7% | 1% | 8% | -2%
Cc1ccc(-c2cc(C(F)(F)F)nn2-c2ccc(S(N)(=O)=O)cc2)cc1 | -3%&1% | 6%[76.3 µM] | nt | nt | -4%&-9% | -1%&-8% | 6%&14% | 3%&6%
Cc1cc(=O)oc2cc(OCc3ccc(C(=O)OCC(=O)Nc4ccc(N(C)C)cc4)cc3)ccc12 | -1% | 30% | -13% | 0% | i | 3% | 24% | -2%
CC1CC(C)CN(C(=S)Nc2ccc3nc4n(c(=O)c3c2)CCCCC4)C1 (centres undefined) | -2% | -4% | -5% | 9% | 11% | -3% | 1% | -1%
CC(=O)c1ccsc1-c1c(C)cc2oc(=O)cc(-c3ccccc3)c2c1C | -33% | nt | -4% | nt | 22µM* | 5%[119 µM] | 50%[activator][88.7 µM] | -3%
Cc1onc(-c2ccc(Cl)cc2Cl)c1-c1csc(COc2ccccc2)n1 | 0% | 1% | 39%[activator] | 0%[15.4 µM] | -5% | 1% | -1% | 0%
CN(C)/C=C(\C#N)C(=O)c1cccnc1Oc1cccc(F)c1 | -2% | 5% | 5% | 13% | i | -4% | 15% | -7%
C/C(=N/OC(=O)c1c(-c2ccccc2Cl)noc1C)c1cnccn1 | -1% | 7% | 0% | 0% | -5% | -2% | 12% | -1%
Cc1oc2cc(OC(C)C(=O)O)ccc2c(=O)c1Oc1ccccc1 (centres undefined) | -2% | -1% | 10% | -3% | -7% | -10% | 6% | -2%
Cc1c(Cl)cccc1NC(CC(=O)c1ccccc1)C(=O)O (centres undefined) | 1% | 1% | -1% | 8% | -4% | -2% | -12% | -16%
CC(=O)Nc1ccc(S(=O)(=O)Nc2ccc3c(c2)OCCO3)cc1 | 0% | 1% | -4% | 0% | -4% | 0% | 2% | -3%
O=C(COC(=O)c1ccncc1)Nc1cc(Cl)ccc1Cl | -2% | 2% | nt | 2% | -12% | -7% | 0% | -9%
Cc1c(O)c(CN2CCCCC2)cc2c1oc(=O)c1ccccc12 | 0% | 13% | 2% | 6% | -4% | -3% | 10% | 2%
CCOC(=O)N1CCN(C(=O)C2CCN(c3ncnc4c3sc3cccc(F)c34)CC2)CC1 | -3% | 8% | -4% | ? | -1% | -11% | 48%[activator] | -3%
Cn1nnnc1SCC(=O)NNC(=O)c1ccc(Cl)cc1 | 0% | -1% | 0% | 4% | i | 9% | 7% | 2%
CC[n+]1c(C)sc2sc3ccccc3c21 | 1% | -9% | nt | nt | 1% | 5% | 11µM* | 1%
S=C(Nc1ccc(Cl)cc1Cl)NC1CCCCC1 | -1% | 7% | -2% | -7%[15.4 µM] | 5% | -10% | 14% | -15%
C=CCn1c(SCC(=O)Nc2cc(NC(C)=O)ccc2OC)nnc1-c1cccnc1 | -1% | 0% | -10% | -5% | -3% | 3% | -3% | 9%
CC(C)C(C)NC(=O)COC(=O)c1cc(S(=O)(=O)N(C)C)ccc1N1CCCC1 (centres undefined) | -4% | 23% | 2% | -2% | i | -3% | -3% | -6%
COC(=O)c1ccccc1NC(=O)CN1CCC(NC(=O)c2ccccc2C)CC1 | -1% | 3% | 0% | 8% | -3% | 8% | -5% | 1%
N#Cc1ccc(COC(=O)c2ccc3c(=O)[nH]c(CN4CCOCC4)nc3c2)cc1 | 1% | 2% | nt | -4% | 0% | -14% | 3% | 3%
CC(=O)NCC(=O)OCC(=O)c1ccc2ccccc2c1 | -4% | 3% | nt | 3% | -3% | -1% | 5% | -10%
CCN(CC)S(=O)(=O)c1ccc2[nH]cc(C(=O)NCCN3CCCCC3C)c(=O)c2c1 (centres undefined) | -2% | 1% | -2% | ? | -7% | 1% | 7% | -1%
N#Cc1c(-c2ccco2)cc(C2CC2)nc1SCC(=O)c1ccccc1 | 0% | 0% | -4% | -8% | -9% | -4% | nt | -2%
Cc1cc(=O)[nH]c(SCc2nc3ncccn3c2Br)n1 | -2% | 2% | 6%[11.4 µM] | 5% | 1% | -14% | 12% | -4%
O=C(c1ccccc1F)N1CCN(C2CCC(c3ccccc3)CC2)CC1 (centres undefined) | -1% | -6% | -9% | 0% | i | -11% | 1% | -9%
COc1ccc(-n2c(=S)[nH]c3sc4c(c3c2=O)CCc2ccccc2-4)cc1 | -7% | -3% | -2% | 1% | i | -6% | -10% | -5%
COc1cccc(C(=O)Nc2nnc(-c3cccs3)s2)c1 | -2% | 0% | nt | -6% | -7% | -2% | 7% | -4%
COc1ccccc1N1CCN(C(=O)CSc2nc(N)cc(=O)[nH]2)CC1 | 2% | -3% | nt | 1% | i | 3% | -12% | 1%

Source: PubChem (National Center for Advancing Translational Sciences (NCATS))
